MEKK3 PB1 HTS = modulators (inhibitors or enhancers) of MEK5 binding to human MEKK3 PB1 domain; binding response (% of control), % at 10 µM; bead-based flow cytometry, Alexa488-MEK5 binding to MEKK3; actives lie on both sides; 0 = blocked by unlabeled MEK5, 100 = vehicle; Q99759; AID 1529; 1.4% of 290,000 active;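 active = binding response more than 3 SD above or below the average of its plate-row segment, actives on both sides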;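 note: Alexa488 bead fluorescence after subtracting the streptavidin-only scavenger bead signal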
Target sequence (Q99759 whole entry, looked up, the tested form may be a part): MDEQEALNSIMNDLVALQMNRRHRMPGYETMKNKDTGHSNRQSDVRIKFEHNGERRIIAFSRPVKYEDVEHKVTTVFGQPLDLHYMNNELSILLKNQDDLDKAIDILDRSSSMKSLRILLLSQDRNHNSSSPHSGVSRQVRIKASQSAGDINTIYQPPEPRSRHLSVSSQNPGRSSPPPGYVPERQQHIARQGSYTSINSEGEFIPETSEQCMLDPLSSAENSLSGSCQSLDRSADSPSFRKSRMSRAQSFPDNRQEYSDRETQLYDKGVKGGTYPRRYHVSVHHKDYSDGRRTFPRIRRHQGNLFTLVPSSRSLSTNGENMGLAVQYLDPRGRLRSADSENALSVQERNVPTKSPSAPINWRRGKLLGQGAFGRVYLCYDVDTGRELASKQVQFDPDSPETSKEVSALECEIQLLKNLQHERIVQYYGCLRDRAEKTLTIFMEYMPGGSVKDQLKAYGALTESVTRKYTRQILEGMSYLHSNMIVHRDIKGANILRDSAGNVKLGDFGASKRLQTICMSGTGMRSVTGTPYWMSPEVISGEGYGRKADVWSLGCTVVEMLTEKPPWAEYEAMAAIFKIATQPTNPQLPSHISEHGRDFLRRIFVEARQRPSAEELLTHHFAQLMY
MEKK2mut PB1 HTS = signal of MEK5 binding to mutant human MEKK2 PB1 domain | bead flow cytometry, Alexa488-MEK5 binding to MEKK2 mutant | percent response, % at 10 µM | 0.35% of 290,000 active | AID 1530; in the data active = percent response above about 24%, passing the limit was not always enough; note: inactives centre near 1; some results filed as inactive read as strong as hits; reference of the scale not given here
NALP1 inh = blocks the NALP1 inflammasome reconstituted in yeast; inhibition, % at 10 µM; 0.61% of 280,000 active; AID 2071; S. cerevisiae NALP1/ASC/caspase-1 growth, X-gal OD620, 72 h; in the data active = inhibition mostly above about 24%, no sharp cut-off; inactive = mostly below about 32%; note: some compounds called inactive have numbers as strong as hits
M18AAP inhibitor = blocks P. falciparum M18 aspartyl aminopeptidase; recombinant PfM18AAP, H-Glu-NHMec fluorogenic cleavage; inhibition, % at 7.35 µM; 1.2% of 290,000 active; AID 1822;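 active = inhibition above the campaign mean inhibition over all tested compounds plus 3 SD, cut at about 28% in these data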;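 note: 0% = plate median of test compound wells and 100% = 2 mM ZnCl2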
OXTR agonist = human OXTR agonism. 0.32% of 320,000 active. P30559. CHO-OTR cells, Fluo-8 calcium fluorescence; normalized: DMSO 0%, oxytocin 100%. activation, % at 3 µM;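 active = activation above the mean of all tested compounds plus 3 SD, cutoff set per screening run, cut at about 20% in these data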;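 note: peak over basal fluorescence ratio from a 100 s FLIPR kinetic read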
DNA FID counter = fluorescent intercalator displacement, NS3 helicase counter-screen; 0.17% of 290,000 active; inhibition, % at 7.9 µM; DNA fluorescent intercalator displacement, fluorescence; in the data active = inhibition above about 37%;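 note: 0% = vehicle and 100% = reference compound; higher means more ethidium bromide displaced from hairpin DNA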
GPR7 antagonist = antagonists of human GPR7 (neuropeptides B/W receptor 1); 1.1% of 290,000 active; inhibition, % at 4.4 µM; P48145; GPR7-expressing cells, fluorescence antagonist assay; in the data active = inhibition above about 16%, passing the limit was not always enough;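 note: cells stimulated with the agonist NPW; 0% = agonist with vehicle and 100% = vehicle without agonist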
MEKK2wt PB1 HTS = raises or lowers MEK5 binding to wildtype human MEKK2 PB1 domain. binding response (% of control), % at 10 µM. bead flow cytometry, Alexa488-MEK5 binding to MEKK2 WT; actives lie on both sides. 1.1% of 290,000 active; in the data active = binding response below about 67% or above about 130%
PHOSPHO1 inh = PHOSPHO1 (human) inhibition; 1.1% of 290,000 active; recombinant PHOSPHO1, absorbance phosphatase assay; inhibition, % at 13.3 µM; in the data active = inhibition above about 60%
Target sequence (Q8TCT1 whole entry, looked up): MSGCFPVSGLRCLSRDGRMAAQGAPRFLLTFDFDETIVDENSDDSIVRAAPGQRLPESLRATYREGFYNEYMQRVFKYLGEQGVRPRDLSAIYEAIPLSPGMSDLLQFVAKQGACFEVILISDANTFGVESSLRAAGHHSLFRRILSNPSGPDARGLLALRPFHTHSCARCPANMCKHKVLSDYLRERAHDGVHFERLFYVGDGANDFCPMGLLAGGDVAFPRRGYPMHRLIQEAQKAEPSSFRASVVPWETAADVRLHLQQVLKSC
The depositor's hits bear a star; . = no result given.

Below each SMILES – MEKK3 PB1 HTS	MEKK2mut PB1 HTS	NALP1 inh	M18AAP inhibitor	OXTR agonist	DNA FID counter	GPR7 antagonist	MEKK2wt PB1 HTS	PHOSPHO1 inh
- CCOC(=O)C(C)Sc1cc(CS(=O)(=O)c2ccccc2)nc(-c2ccccc2)n1 (stereo unspecified)
    95	-5	-2	4	0.4	-25	6	91	16
- COC(=O)c1ccc(C(=O)OC)c(NC(=O)COC(=O)c2ccccc2OC)c1
    93	4	22	-5	-0.2	-3	-6	103	-49
- Cc1ccc(S(=O)(=O)N2CCOC2CNC(=O)C(=O)NCCc2c[nH]c3ccccc23)cc1 (stereo unspecified)
    91	-1	6	2	7.2	-20	1	95	30
- O=C(NCCC1=CCCCC1)C1CCN(C(=O)Nc2ccccc2)CC1
    94	-8	-14	-2	-1.6	-4	-10	91	4
- CCn1cnc2cc(NS(=O)(=O)c3ccc(OC)c(OC)c3)ccc21
    99	0	16	-15	14	-9	-2	102	20
- CSc1ccc(C(=S)N2CCN(CCO)CC2)cc1
    101	5	30	33*	0.2	0	-4	100	21
- COC(=O)c1ccc([C@@H](O)[C@H](C)C(=O)CC(=O)OC(C)(C)C)cc1
    99	4	8	3	0.0	-30	-3	102	-7
- COc1cccc(CNC(=O)COc2cc(O)c3c(c2)OC(C)(C)CC3=O)c1
    100	-2	18	5	-1.6	-35	2	99	24
- Cn1c(CC(=O)NCCO)c(Sc2ccccc2)c2ccccc21
    94	-3	9	5	2.8	-8	-1	93	-4
- CC(NC(=O)c1ccccc1Cl)c1ccc(-n2ccnc2)cc1 (stereo unspecified)
    97	2	16	-7	0.6	-3	-9	101	40
- COc1ccc(N2C(=S)NC3CS(=O)(=O)CC32)cc1 (stereo unspecified)
    85	-13	8	14	1.1	-1	2	84	12
- CCCC(=O)O[C@]1(C(=O)CO)CC[C@H]2[C@@H]3CCC4=CC(=O)CC[C@]4(C)[C@H]3[C@@H](O)C[C@@]21C
    85	-3	25	2	0.0	-36	-5	97	8
- CCc1cc(=O)oc2c3c(cc(OCC(=O)NC4CC4)c12)OC(C)(C)CC3
    98	-4	-61	5	-0.6	-20	11	98	44
- COc1cc(OC)cc(C(=O)NCCN2C(=O)S/C(=C\c3cccs3)C2=O)c1
    92	-2	-4	-8	7.7	-10	-14	95	20
- COc1ccc(N2CCN(C(=O)c3cn(C)c4ccc(S(=O)(=O)N5CCOCC5)cc4c3=O)CC2)cc1
    98	-3	14	-1	0.4	-29	2	98	-17
- CC(=O)Nc1cc2nn(-c3ccccc3)nc2cc1Cl
    106	2	1	4	0.1	3	-5	107	-40
- Clc1ccc(OCc2nnnn2-c2ccccc2)cc1
    87	3	-35	1	-3.1	-6	2	86	-7
- CCCCCCCCS(=O)C1CCS(=O)(=O)C1 (stereo unspecified)
    103	7	-3	1	0.8	-5	2	106	48
- Cc1noc(C)c1CSc1nc2sc(C)c(C)c2c(=O)n1C1CCCC1
    92	-9	-13	-15	-0.2	2	11	90	-21
- Cc1ccc(C)c(CSC2=NCCN2C(=O)Cc2ccc([N+](=O)[O-])cc2)c1
    102	7	19	2	-0.2	0	2	107	-12
- CCCS(=O)(=O)N1CCN(C(=O)c2ccccc2F)CC1
    98	-3	-4	-8	-0.1	1	-16	102	6
- COc1ccc(OCC(=O)OCC(=O)N2CC(=O)Nc3ccccc32)cc1
    102	4	1	8	-0.3	-16	-10	104	-2
- Cc1ccc(-c2c[nH]c(=S)n2-c2ccccc2)cc1
    99	-2	10	9	-2.3	-2	-4	98	45
- CCCn1c(N)c(N(CCOC)C(=O)/C=C/c2cccc(Cl)c2)c(=O)[nH]c1=O
    104	0	1	-8	-0.8	-8	-8	104	-10
- CCCC(c1nnnn1CS(=O)(=O)c1ccc(C)cc1)N1CCN(c2ccc(F)cc2)CC1 (stereo unspecified)
    102	-3	1	1	-1.4	-4	-14	100	34
- Cc1csc2c(NC3CCN(Cc4ccccc4)CC3)ncnc12
    107	5	.	-3	1.5	-2	-19	110	8
- C/C(=C\c1ccccc1)C(=O)N1CCN(Cc2ccc3c(c2)OCO3)CC1
    109	3	1	-10	-0.2	-27	1	106	24
- CC(C)CCNC(=O)NC(=O)COC(=O)/C=C/c1cccc([N+](=O)[O-])c1
    93	-1	4	2	0.2	-2	-11	98	2
- C/C=C/c1cc(CN2CCN(c3ccccc3)CC2)c(O)c(OC)c1
    103	4	6	19	-2.8	8	-13	98	12
- CS(=O)(=O)N(CCc1ccccc1)CC(=O)NCc1ccco1
    96	-4	25	11	1.9	-6	-7	101	0
- Cc1cccc(-n2c(C)c(-c3ccccc3)[nH]c2=S)c1
    104	0	16	24	-1.4	-22	-2	101	-122
- Cc1cccc(N(C)S(=O)(=O)c2c[nH]c3ccc([N+](=O)[O-])cc23)c1
    102	-1	8	-1	3.8	24	-7	98	10
- C=C1CCN([C@H](C(=O)NCc2cc(OC)c(OC)c(OC)c2)C(C)C)S(=O)(=O)c2ccccc21
    68	1	0	.	-0.7	.	.	104	18
- CCC1(CC)C(=O)NC(=O)NC1=NCCc1c[nH]c2ccccc12
    104	6	15	9	1.5	-2	-8	104	24
- COc1ccc(NS(=O)(=O)c2cc(-c3cnc(C4CC4)o3)ccc2C)cc1
    98	-4	26	-2	-0.3	-17	21	97	-26
- O=C(CCc1ccccc1)Nc1ccccc1[N+](=O)[O-]
    93	0	36	4	-2.1	3	-16	101	-9
- Cc1ccc(-c2csc(NC(=O)COc3ccc(N(C)S(=O)(=O)c4ccc(C)cc4)cc3)n2)cc1
    104	2	17	-7	0.0	0	-12	104	-7
- CCOC(=O)c1cccc(S(=O)(=O)N(CCO)Cc2cc3cc(OC)c(OC)cc3[nH]c2=O)c1
    99	2	13	-3	-0.1	-18	-1	107	-14
- NCCCCC(NC(=O)C1CCCN1C(=O)C1CSSCC(N)C(=O)NC(Cc2ccc(O)cc2)C(=O)NC(Cc2ccccc2)C(=O)NC(CCC(N)=O)C(=O)NC(CC(N)=O)C(=O)N1)C(=O)NCC(N)=O (stereo unspecified)
    99	-2	20	2	.	0	-4	101	-7
- Cc1ccc(C2=NS(=O)(=O)N(C)C(C(=O)N(C)C3CCCCC3)=C2)cc1
    100	-7	6	3	-1.3	-30	11	98	15
- Cc1ccc(SCCC(=O)NC(C(C)C)C(C)C)cc1
    102	-1	39	0	-2.2	-15	-3	108	-3
- O=C(Nc1nnc(C2=COCCO2)o1)c1ccc(Cl)cc1
    93	6	8	3	-1.2	-2	-2	95	-1
- Cc1cc(C(=O)O)ccc1N/C=C1\CCCC(C)C1=O (stereo unspecified)
    101	6	-2	5	1.2	0	-10	99	-6
- CCOc1ccccc1/C=N\Nc1cnn(Cc2ccccc2)c(=O)c1Cl
    107	-5	4	-4	-1.2	-10	-4	91	-8
- Cc1cc(N2CCN(c3ccccc3)CC2)nc(-c2ccccc2)n1
    99	4	18	8	-2.7	3	-10	96	-7
- O=C(Nc1cccc(-c2cccc(F)c2)c1)C1CCN(Cc2ccc(CO)o2)CC1
    96	5	10	7	3.8	21	3	115	14
- CCOc1ccc2c(c1)S/C(=C\c1cccs1)C(=O)N2
    102	4	.	34*	-1.2	-9	-11	102	30
- Cc1cc(C)c(C#N)c(=N)o1
    .	.	4	19	2.4	8	-5	.	35
- CN(CCNC(=O)Cn1c(=O)sc2ccccc21)Cc1ccccc1
    101	2	-2	.	1.0	.	.	102	-9
- CN(C)N=Nc1ccc(-c2cn(Cc3ccccc3)cn2)cc1
    100	2	18	-15	0.2	-11	4	101	13
- Cc1cc(SCC(=O)c2cccs2)nc2ccccc12
    102	1	19	2	-1.4	-5	-3	94	1
- O=C(c1ccco1)n1nc(-c2ccccc2)nc1NCc1ccco1
    98	-1	31	5	-1.2	-6	-6	97	-21
- C=CC(=O)Nc1ccc(Br)cc1
    110	14	24	-2	0.3	6	-8	116	-12
- O=c1c(O[C@@H]2O[C@H](CO)[C@H](O)[C@H](O)[C@H]2O)c(-c2ccc(O)c(O)c2)oc2cc(O)cc(O)c12
    101	0	-11	68*	.	7	10	102	-4
- CCC1CCCCN1CCCNC(=O)CN1C(=O)COc2ccc(S(=O)(=O)N3CCC(C)CC3)cc21 (stereo unspecified)
    105	5	1	1	-0.2	12	-6	110	48
- C1CCc2nnc(C3CC3)n2CC1
    107	6	9	2	1.9	2	-1	103	15
- CCNC(=S)N(Cc1cc2cc(C)cc(C)c2[nH]c1=O)C1CCCC1
    101	-1	5	-1	-2.4	-18	-6	103	-10
- CCOc1ccc(C2C(C(=O)OC)=CN(C(C)c3ccccc3)C=C2C(=O)OC)cc1 (stereo unspecified)
    106	3	20	-7	-1.8	-33	4	100	10
- COCCn1c(CN2CCN(C(=O)c3ccco3)CC2)nc2c1c(=O)n(C)c(=O)n2C
    93	-10	14	1	0.2	-20	26	91	34
- CC(C)[C@H](NC(=O)N1CCn2c1nc1ccccc12)C(=O)NCc1ccccc1Cl
    103	3	31	1	-1.3	-40	3	105	35

Continuation.
Below each SMILES – MEKK3 PB1 HTS	MEKK2mut PB1 HTS	NALP1 inh	M18AAP inhibitor	OXTR agonist	DNA FID counter	GPR7 antagonist	MEKK2wt PB1 HTS	PHOSPHO1 inh
- CCC(CC)C(=O)NCCc1cc2ccc(C)cc2[nH]c1=O
    110	7	21	3	-0.9	-3	-10	114	-3
- Cc1ccc(OCCN2C(=O)c3ccccc3C2=O)c([N+](=O)[O-])c1
    103	5	33	-5	0.2	-2	-6	102	2
- O=C(Nc1nccs1)NC1CCCCC1
    102	-2	-12	1	-0.6	-1	-12	99	9
- O=C(NCCc1ccccc1)C1CCN(c2ncccn2)CC1
    97	7	1	6	0.6	-5	-13	104	14

Quoted from the listing.
MEKK3 PB1 HTS with O=C(NCCc1ccccc1)C1CCN(c2ncccn2)CC1 = 97
MEKK2wt PB1 HTS with O=C(Nc1nccs1)NC1CCCCC1 = 99

Screening data as filed in PubChem.
